MLL CXXC-DNA inh: qHTS Fluorescence Polarization Assay for Inhibitors of MLL CXXC domain - DNA interaction. Histone-lysine N-methyltransferase 2A (Homo sapiens), Q03164. MLL-CXXC / FITC-HOXA9 DNA fluorescence polarization. Potency, µM (series often up to 115 µM), without a hit: at the top dose activity change, negative = inhibition, hits mostly inhibitors. 290,000 tested, 0.037% active; active = well fitted inhibition curve with a large enough effect in the polarisation, with a control signal flat, not every such curve was filed as active; inconclusive = small, poorly fitted or top-dose-only effect, or effect the other way, or a change in a side signal; inactive = no such curve, though single readings can be large or run the other way; the % refers to the polarisation; also: potency is read from the fitted curve at half-maximal effect
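Steps: dispense CXXC domain solution (7 uM) → pin compounds or unlabeled HOX-A9 DNA control → 5 min ambient → add FLSN-HOX-A9 solution (50 nM) → spin → 30 min ambient → fluorescence polarization. Tris pH 7.5/NaCl/DTT/BSA buffer.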
TSG101-PTAP inh: qHTS Assay for Iinhibitors of HIV-1 Budding by Blocking the Interaction of PTAP/TSG101; Tumor susceptibility gene 101 protein (Homo sapiens), Q99816; Fluorescence polarization, FITC-PTAP peptide / Tsg101 binding; Potency, µM (highest dose often 115 µM), inactives show top-dose activity change, negative = inhibition, actives largely listed as inhibitors; 340,000 tested, under 10 active; AID 493005, 2010; active = well fitted inhibition curve with a large enough effect in the main read-out, with a control signal flat, not every such curve was filed as active; inconclusive = small, poorly fitted or top-dose-only effect, or effect the other way, or a change in a side signal; inactive = no such curve, though single readings can be large or run the other way; also: potency is read from the fitted curve at half-maximal effect; % of control where 0% means no effect
Target sequence (Q99816 whole entry, looked up): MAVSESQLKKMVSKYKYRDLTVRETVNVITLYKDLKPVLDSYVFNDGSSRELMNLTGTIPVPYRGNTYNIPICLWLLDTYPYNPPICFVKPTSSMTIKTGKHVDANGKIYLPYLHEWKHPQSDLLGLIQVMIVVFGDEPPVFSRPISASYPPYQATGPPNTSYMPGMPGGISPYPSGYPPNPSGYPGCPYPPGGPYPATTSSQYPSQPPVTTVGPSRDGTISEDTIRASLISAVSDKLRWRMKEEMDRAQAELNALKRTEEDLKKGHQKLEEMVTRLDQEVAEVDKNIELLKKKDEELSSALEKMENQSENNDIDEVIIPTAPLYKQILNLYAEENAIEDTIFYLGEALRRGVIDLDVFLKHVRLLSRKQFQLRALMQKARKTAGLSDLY
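Fluorescence anisotropy tracks displacement of a FITC-tagged PTAP peptide (50 nM) from the Tsg101 binding domain (10 uM), following a 20 min room-temperature incubation at pH 7.5.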
Menin-MLL TR inh: qHTS Assay for Inhibitors Targeting the Menin-MLL Interaction in MLL Related Leukemias: Competition With Texas Red Labeled MLL-derived Mutant Peptide; Menin + Texas Red MLL mutant peptide, fluorescence polarization; Potency, µM (doses to about 61.6 µM), for inactives: at the highest dose FP activity change, negative = inhibition, actives largely listed as inhibitors; 270,000 tested, 0.23% active; active = well fitted inhibition curve with a large enough effect in the polarisation, with a control signal flat, not every such curve was filed as active; inconclusive = small, poorly fitted or top-dose-only effect, or effect the other way, or a change in a side signal; inactive = no such curve, though single readings can be large or run the other way; the % refers to the polarisation; also: potency is read from the fitted curve at half-maximal effect; % of control where 0% means no effect; many of its hits are not listed in these tables
MBNL1-CUG inh: qHTS Assay for Inhibitors of MBNL1-poly(CUG) RNA binding; Muscleblind-like protein 1 (Homo sapiens), Q9NR56; TR-FRET MBNL1-His/biotin-(CUG)12 binding, 665/545 ratio; Potency, µM (doses to about 57.5 µM), for inactives: top-dose activity change, negative = inhibition, actives largely listed as inhibitors; AID 2675, 2010; 280,000 tested, 0.036% active; active = well fitted inhibition curve with a large enough effect in the signal ratio, with a control signal flat, not every such curve was filed as active; inconclusive = small, poorly fitted or top-dose-only effect, or effect the other way, or a change in a side signal; inactive = no such curve, though single readings can be large or run the other way; the % refers to the signal ratio; also: potency is read from the fitted curve at half-maximal effect; % is scaled to controls: 0 for no effect and ±100 for the full control effect
Target sequence (Q9NR56 whole entry, looked up): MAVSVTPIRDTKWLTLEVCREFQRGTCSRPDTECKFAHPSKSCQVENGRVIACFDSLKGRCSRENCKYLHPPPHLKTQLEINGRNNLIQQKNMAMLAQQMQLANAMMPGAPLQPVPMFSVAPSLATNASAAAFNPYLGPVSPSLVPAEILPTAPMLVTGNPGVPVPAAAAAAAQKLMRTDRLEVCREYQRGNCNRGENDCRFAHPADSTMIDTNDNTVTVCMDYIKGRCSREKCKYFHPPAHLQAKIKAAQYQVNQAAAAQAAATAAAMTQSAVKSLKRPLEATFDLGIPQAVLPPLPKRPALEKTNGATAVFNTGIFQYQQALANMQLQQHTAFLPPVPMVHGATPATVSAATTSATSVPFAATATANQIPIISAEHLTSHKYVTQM
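Compounds (final 92 nM to 58 uM) are added to His-tagged MBNL1 and biotin-(CUG)12, then terbium anti-His antibody and streptavidin-XL665 (5 nM final). After 60 min at room temperature, the 665/545 nm ratio is read.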
TCR act: Activators of T cell receptors: qHTS campaign; Potency, µM (top dose mostly 9.22 µM), for inactives: at the top dose activation of IL-2 secretion, most hits filed as activators; 330,000 tested, under 10 active; AID 504894, 2011; primary human leukocytes, anti-CD3, IL-2 HTRF, 48 h; also: % of control where 0% means no effect
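Primary human leukocytes incubated 48 hr with anti-CD3 beads plus compound, without co-stimulation. Secreted IL-2 measured by HTRF (europium cryptate/d2 anti-IL-2 pair, 320 nm excitation, 665 nm emission).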
TSHR antag: Antagonists of the Thyroid Stimulating Hormone Receptor: HTS campaign | TSHR-expressing cells, TSH-stimulated cAMP HTRF, 2 h; hits give low values | activity change, negative = inhibition, % at 11.5 µM | 330,000 tested, 0.2% active | AID 504810, 2011;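 active = activity change below a set negative limit, meaning inhibition stronger than a set level, cut at about -70% in these data; inconclusive = activity change between two set negative limits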; also: % is scaled to controls: 0 for no effect and ±100 for the full control effect
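Competitive HTRF cAMP read-out (cryptate anti-cAMP antibody, cAMP-d2; 30 min, room temperature) in freshly harvested TSHR cells. Compounds added before TSH at EC80 (4nM final), followed by 2 hours' incubation at 37 deg C.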
a7 integrin act: qHTS for Activators of Integrin-Mediated Alleviation for Muscular Dystrophy; AID 624291, 2012; Potency, µM (highest dose often 38.3 µM), for inactives: at the highest dose activation, most hits filed as activators; alpha7betagal myoblasts, beta-gal FDG fluorescence, 48 h; 350,000 tested, 0.064% active;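 also: potency is read from the fitted curve at half-maximal effect; 100% = response of the positive control SU9516; nearly all actives have a fitted effect of over 60% in size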
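alpha7betagal+/- myoblasts (passage 13, 250/well) treated 48 h at 37C with compounds at 1:260 dilution of DMSO stock. Lysed, then beta-galactosidase activity read as FDG fluorescence (ex 480/em 540) after 30 min, with pre-read for autofluorescence.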
S-ASM inh: Inhibitors of Secretory Acid Sphingomyelinase (S-ASM): qHTS; 340,000 tested, 0.006% active; Sphingomyelin phosphodiesterase (Homo sapiens), P17405; placental ASM, HMU-PC fluorogenic substrate, 60 min; Potency, µM (series often up to 57.5 µM), for inactives: at the highest dose activity change, negative = inhibition, actives largely listed as inhibitors; also: potency is read from the fitted curve at half-maximal effect
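qHTS format. ASM enzyme prepared from human placenta hydrolyses the fluorogenic substrate HMU-PC0 (9 uM final) over 60 min at 37 °C after a 10 min compound preincubation.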
Mito fusion act: qHTS Assay for Small Molecule Inhibitors of Mitochondrial Division or Activators of Mitochondrial Fusion; AID 485298, 2010; Potency, µM (top dose mostly 46.1 µM), for the others: top-dose growth rescue (activation), hits mostly activators; S. cerevisiae fusion-defective mutant growth rescue, CellTiterGlo 48 h; 320,000 tested, 0.23% active;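 also: potency is read from the fitted curve at half-maximal effect; % of control where 0% means no effect; nearly all actives have a fitted effect of over 45% in size; temperature-sensitive fusion mutants such as fzo1-1 at 37 °C on non-fermentable ethanol glycerol medium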
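Temperature-sensitive fusion-defective S. cerevisiae (e.g. fzo1-1, mgm1-5) were grown with compound in YPEG medium (3% ethanol, 3% glycerol) for 48 hours at 37C. Growth rescue was measured as viability by CellTiterGlo luminescence after 10 minutes at ambient.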
AT treatment: qHTS Assay for Identifying a Potential Treatment of Ataxia-Telangiectasia. […] A-T fibroblasts, KAP-1 phosphorylation AlphaLISA; neocarzinostatin DNA damage 30 min before lysis. Potency, µM (doses to about 57.5 µM), inactives show at the highest dose activation, actives largely listed as activators. 320,000 tested, 0.19% active. AID 485349, 2010; also: potency is read from the fitted curve at half-maximal effect; % of control where 0% means no effect; nearly all actives have a fitted effect of over 45% in size
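ATM-like activity read as KAP-1 phosphorylation via AlphaLISA donor/acceptor antibody pairs after lysis and 6 hr at 25C. Cells were ATM-null patient fibroblasts ([…], hTERT), dosed 60 min, then exposed to the DSB inducer NCS for 30 min.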
* = called active by the depositor; u = inconclusive; x = no result given; & = joins results of further samples; [ ] = another dose, or the depositor's remark. Unless noted, calls follow the shape of the dose curve; as a rule, active = well fitted curve in the direction sought with a large enough effect; inconclusive = small, poorly fitted or top-dose-only effect, or another doubt; inactive = no such curve, though single readings can be large; an effect the other way counts as inactive or inconclusive. Only part of the results is shown. The share of hits here may be higher or lower than overall.

SMILES	MLL CXXC-DNA inh	TSG101-PTAP inh	Menin-MLL TR inh	MBNL1-CUG inh	TCR act	TSHR antag	a7 integrin act	S-ASM inh	Mito fusion act	AT treatment
CCc1nnc(NS(=O)(=O)c2ccccc2)s1	-4%	-5%	-19%	-16%	4%	-37	0%	5%	3%	-39%[inhibitor]
CCN(CC)C(=O)c1ccccc1NC(=O)c1ccccc1	3%	-2%	-1%	-7%	-2%	-2	24%	2%	4%	3%
Clc1ccc(C[n+]2cc(-c3ccccc3)n3c2CCCCC3)c(Cl)c1	6%	-5%	-8%&-8%	-2%	0%	4	-55%[inhibitor]	2%	4%	-1%
CS(=O)(=O)N(Cc1ccccc1)c1ccc(C(=O)NN=C2CCCCCC2)cc1	2%	-1%	-28%	x	-2%	-6	4%	5%	0%	5%
Cc1c(CC(=O)N[C@H](C(=O)O)C(C)C)c(=O)oc2cc3c(cc12)CCC(C)(C)O3	-2%	-6%	9%	-2%	11%	-3	0%	25%	3%	3%
Cc1ccc(N2C(N)=NC(N)=NC23CCCC3)c(C)c1	-7%	0%	-12%	5%	-3%	-3	23%	6%	-5%	3%
COc1ccc(CC(=O)Nc2ccc(OC)nc2)cc1	-4%	-7%	-6%	-2%	-1%	3	6%	2%	-6%	-1%
COc1ccc(-c2ccc3c(N)c(C(=O)c4cccc(OC)c4)sc3n2)cc1	47%[activator]	-2%	u	11%	x	19	5%[7.66 µM]	-4%	4%	0%
c1ccc(-c2nc(-c3ccccn3)nc(-c3ccccn3)n2)nc1	-23%	-2%	x	25%	-2%	-6	-14%	1%	-4%	-45%
Cc1ccc(OCC(O)CNCc2ccc(F)cc2)cc1 (centres undefined)	11%	-2%	-14%	-4%	-5%	0	u	-1%	-16%	2%
C/C(=N\Nc1ccc(S(N)(=O)=O)cc1[N+](=O)[O-])c1ccccc1O	-3%	-3%	x	u	1%	-9	-14%	-5%	-1%	-4%
O=C(NN=Cc1ccc(Cl)cc1Cl)C1CC1	x	-3%	x	x	-7%	x	2%	-2%	x	x
CC(C(=O)Nc1ncc([N+](=O)[O-])s1)N1C(=O)c2ccccc2S1(=O)=O (centres undefined)	x	-5%	x	x	-4%	-5	9%	x	-1%	2%
Cn1c(SCC(=O)Nc2ccc3c(c2)n(C)c(=O)n3C)nnc1-c1ccncc1	u	-2%	x	-9%	9%	x	4%	-1%	-3%	4%
COc1ccc(Nc2nc(C)nc3c2oc2ccccc23)cc1	-7%	-4%	53%[activator]	-14%	4%	-10	-20%	-1%	-14%	0%
O=C(CS(=O)(=O)c1cccc(C(F)(F)F)c1)Nc1ccccc1Cl	4%	-3%	-9%	0%	7%	-9	-10%	-2%	2%	2%
Cc1cccc(N(C)C(=O)CN(C)S(=O)(=O)c2ccc3c(c2)c(=O)n(C)c(=O)n3C)c1	17%	0%	x	-9%	1%	0	-1%	-1%	0%	4%
Cc1ccc(S(=O)(=O)NCc2ccncc2)cc1	-10%	0%	-3%	-14%	7%	-20	-17%	8%	0%	4%
COc1ccc(NC(=O)Cn2nc(C(=O)O)c3ccccc3c2=O)cc1S(=O)(=O)N1CCCCC1	x	1%	x	x	3%[46.1 µM]	-3	u	-15%	x	21%
COc1cccc(NC(=O)C(Sc2nnnn2C)c2ccccc2)c1 (centres undefined)	-1%	0%	18%	-8%	0%	2	0%	-3%	-1%	7%
O=C(NCc1ccc(F)c(F)c1)C1CCC(=O)N(CC2CCCCC2)C1 (centres undefined)	15%	x	x	6%	1%	8	-14%	6%	1%	-8%
CCc1nnc(NC(=O)CCC(=O)N2CCN(Cc3ccccc3)CC2)s1	0%	-6%	-18%	0%	4%	-6	-22%	5%	-2%	-7%
COC(=O)C(C(=O)NCC1CCCO1)C1CCCCCC1 (centres undefined)	5%	-2%	14%	0%	-4%	-1	7%	3%	1%	2%
COc1ccc([N+](=O)[O-])cc1NC(=O)c1ccc(N(Cc2ccccc2C)S(C)(=O)=O)cc1	11%	2%	1%	15%	-2%[46.1 µM]	-10	9%	-3%	-4%	-2%
O=C(CN1CCOCC1)Nc1ccc(Cl)cn1	21%	-3%	0%	-8%	-2%	-3	31%	1%	2%	-1%
Cc1nc2c(C(=O)NCCc3ccccc3)c[nH]n2c(=O)c1Cl	-3%	-3%	u	-2%	6%	11	-12%	13%	2%	0%
CCO[C@H]1OC(C(N)=O)=C[C@@H](c2csc3ccccc23)[C@@H]1CCCO	-14%	-4%	-2%	-1%	0%	8	20%	-4%	0%	10%
Cc1cccc(N(C(=O)c2csnn2)C(C(=O)NCc2ccccc2)c2ccc(C)o2)c1 (centres undefined)	0%	0%	-3%	0%	-2%	10	-31%	0%	-1%	-4%
O=C(Nc1ccccc1)Nc1ccc2ncoc2c1	-4%	0%	19%	-1%	-38%	-9	6%	1%	-1%	2%
O=C1NC[C@H](Cc2ccccc2)N(CCc2cccc(F)c2)C1=O	2%	-2%	x	-7%	-2%	-1	-5%	3%	-3%	23%
O=C(NC(=O)c1csnn1)Nc1ccccc1Cl	18%	-1%	x	1%	-3%	3	-3%	2%	1%	0%
COc1ccc(C(=O)NC(=S)Nc2cccc(S(=O)(=O)N3CCOCC3)c2)cc1	8%	-5%	-1%	-2%	-2%	-6	0%	-1%	2%	-3%
CCN(CC)S(=O)(=O)c1cccc(C(=O)NCCc2ccccc2)c1	x	-7%	x	x	-6%	x	10%[7.66 µM]	3%	x	x
CN(c1ccccc1)S(=O)(=O)c1cccc(NC(=O)c2ccc3ncsc3c2)c1	-6%	-5%	x	x	6%	-21	-75%[inhibitor]	-8%	9%	-4%
COc1cc(-c2noc(C)c2-c2ccc(N(C)C)nc2)cc(OC)c1OC	7%	-2%	-4%	-11%	2%	23	-4%	1%	1%	-16%
CCOC(=O)c1c(C)[nH]c(C(=O)COC(=O)c2cccnc2Cl)c1C	x	0%	x	x	x	-18	-23%	-9%	x	0%
COC(=O)C(Cc1c[nH]c2ccccc12)NC(=O)c1cc(-c2ccc(OC)c(OC)c2)oc1C (centres undefined)	-9%	-1%	u	-12%	0%[46.1 µM]	-8	36%	-21%	0%	5%
CCN1C(=O)[C@@H]2[C@@H](c3ccc(-c4ccc(C(C)=O)cc4)c(OC)c3)N3CCCC[C@@]3(C(=O)OC)[C@@H]2C1=O	x	-3%	x	x	-5%	-3	3%	-6%	20%	12%
O=S(=O)(NCCNc1nccc(C(F)(F)F)n1)c1ccccc1	-15%	1%	x	6%	0%	13	33%	7%	4%	-2%
COc1ccc(CNC(=O)COC(=O)c2ccc(Br)cc2)cc1	-2%	-6%	-24%	-1%	3%	4	u	3%	-2%	-6%
O=C/C(=C\Nc1ccc(S(=O)(=O)CCO)cc1)c1nc2cc(Cl)ccc2o1	10%	-3%	38%[activator]	u	2%	-11	12%	-9%	15%	9%
COCC(=O)N1CCC(Oc2ccc(C(=O)NCc3cc(C)no3)cc2)CC1	u	-8%	-3%	-20%	-5%	47	-6%	3%	1%	-9%
COc1cccc2cc(C(=O)C3=C(O)C(=O)N(CCN4CCOCC4)C3c3cccs3)oc12 (centres undefined)	-4%	-2%	2%	39%[activator]	-1%	-6	1%	1%	2%	-5%
COc1ccccc1C(=O)NNC(=O)c1ccncc1	5%	-4%	15%	-2%	12%	8	5%	-1%	6%	2%
CC(C)NC(=O)CCn1ccc2cc(S(=O)(=O)N3CCCC3)ccc21	7%	-1%	3%	-1%	-2%	11	5%	-2%	3%	2%
CC1CC(C)(C)NC(=S)N1CCC(=O)NCCc1ccc(Cl)cc1 (centres undefined)	0%	0%	5%	-6%	x	1	37%	4%	0%	-2%

Assay outcomes deposited in PubChem BioAssay by National Center for Advancing Translational Sciences (NCATS).
